Source: PubChem BioAssay (Sanford-Burnham Center for Chemical Genomics)
A3A deaminase – human APOBEC3A DNA deaminase inhibition; P31941; recombinant A3A, FAM/TAMRA ssDNA deamination fluorescence; 330,000 compounds, 0.41% hits; inhibition, % at 20 µM;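 active means at least 40% inhibition at 20 µM here, with at most 30% in a related deaminase screen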;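 further: plate controls were A3A with DMSO for no effect and wells lacking A3A enzyme for full effect; some results filed as inactive read as strong as hits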
Target sequence (P31941 whole entry, looked up): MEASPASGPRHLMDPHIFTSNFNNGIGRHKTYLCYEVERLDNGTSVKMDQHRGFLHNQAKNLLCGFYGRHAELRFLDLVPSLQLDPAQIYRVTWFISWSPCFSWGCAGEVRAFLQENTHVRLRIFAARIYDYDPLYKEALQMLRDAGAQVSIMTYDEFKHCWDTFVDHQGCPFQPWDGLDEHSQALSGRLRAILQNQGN
hIAP block – human IAP inhibition; inhibition, % at 10 µM; 330,000 compounds, 0.12% hits; purified IAP, CDP-Star luminescence, 30 min; AID 2544;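 active means inhibition reaching a set limit with compound at 10 µM in the primary screen, cut at about 35% in these data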;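 further: plate controls were DMSO wells with enzyme for no effect and no-enzyme buffer wells for full effect; values of inactives mirror those of a sister screen read the other way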
A3G deaminase – APOBEC3G (human) deaminase inhibition. Q9HC16. inhibition, % at 20 µM. recombinant A3G, ssDNA deamination FAM/TAMRA fluorescence. 330,000 compounds, 0.28% hits;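 active means inhibition of at least 40% at 20 µM, with no more than 30% in the related APOBEC3A deaminase screen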;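 further: plate controls were DMSO wells with A3G for no effect and wells lacking A3G enzyme for full effect; some compounds called inactive have numbers as strong as hits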
Target sequence (Q9HC16 whole entry, looked up): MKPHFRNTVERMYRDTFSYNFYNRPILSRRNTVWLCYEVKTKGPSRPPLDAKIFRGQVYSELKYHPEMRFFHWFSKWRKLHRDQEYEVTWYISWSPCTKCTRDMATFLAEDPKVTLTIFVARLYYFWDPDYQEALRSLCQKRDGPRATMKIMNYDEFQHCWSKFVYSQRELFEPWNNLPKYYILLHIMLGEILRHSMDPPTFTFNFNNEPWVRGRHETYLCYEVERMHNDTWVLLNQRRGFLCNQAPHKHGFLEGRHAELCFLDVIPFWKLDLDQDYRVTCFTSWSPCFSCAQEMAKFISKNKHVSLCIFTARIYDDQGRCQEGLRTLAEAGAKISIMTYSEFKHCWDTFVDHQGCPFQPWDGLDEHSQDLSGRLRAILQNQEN
ATG4B inh – blocks human ATG4B protease cleavage of LC3 substrate; Q9Y4P1; ATG4B cleavage of LC3-PLA2, NBD-HPC fluorescence, 1 h; inhibition, % at 8.33 µM; 340,000 compounds, 0.51% hits; in the data active means inhibition above about 40%
Target sequence (Q9Y4P1 whole entry, looked up): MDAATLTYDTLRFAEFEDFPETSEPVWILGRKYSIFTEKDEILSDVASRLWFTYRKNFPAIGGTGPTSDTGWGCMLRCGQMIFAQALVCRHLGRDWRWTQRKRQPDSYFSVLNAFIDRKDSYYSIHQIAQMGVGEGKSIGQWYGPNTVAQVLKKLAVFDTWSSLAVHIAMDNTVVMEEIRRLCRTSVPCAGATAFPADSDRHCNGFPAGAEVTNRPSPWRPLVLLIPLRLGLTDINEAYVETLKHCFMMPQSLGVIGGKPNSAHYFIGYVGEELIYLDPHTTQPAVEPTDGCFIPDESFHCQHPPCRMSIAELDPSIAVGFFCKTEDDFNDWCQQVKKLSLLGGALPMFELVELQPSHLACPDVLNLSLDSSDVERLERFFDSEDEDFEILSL
hIAP act – human IAP activation. P09923. purified human IAP, CDP-Star luminescence, 30 min; stronger effect = higher value; 1 = vehicle-only enzyme, 0 = enzyme-free background. 330,000 compounds, 0.16% hits. activation factor at 10 µM;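 active means activation factor of the enzyme at least 2-fold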; further: the source names both 10 and 20 µM as test concentration; values of inactives mirror those of a sister screen read the other way
MPTP block – inhibitors of mitochondrial permeability transition pore. isolated mouse mitochondria, Ca2+ swelling absorbance, 30 min. inhibition, % at 10 µM. 360,000 compounds, 1.4% hits. AID 602449;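 active means inhibition of 50% or more, scaled per plate between neutral and stimulator controls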;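 further: 0% = DMSO wells given calcium and 100% = 1 mM EGTA wells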
mIAP act – mouse IAP activation | muIAP, CDP-Star luminescence, 30 min; stronger effect = higher value; 1 = vehicle-only enzyme signal, 0 = enzyme-free wells | activation factor at 10 µM | 330,000 compounds, 0.24% hits | AID 2805;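 active means activation factor of at least 2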; further: the source names both 10 and 20 µM as test concentration; values of inactives mirror those of a sister screen read the other way
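Assay system: mouse IAP enzyme; reagent: chemiluminescent substrate CDP-Star; dosing: test compounds delivered from DMSO solution; schedule: 30 min at room temperature; measured by: luminescence from enzymatic CDP-Star hydrolysis; controls: DMSO-only wells and no-enzyme negative control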
mIAP inh – blocks mouse intestinal alkaline phosphatase | inhibition, % at 10 µM | 330,000 compounds, 0.2% hits | purified mouse IAP, CDP-Star luminescence, 30 min;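 active means inhibition of at least 40% at 10 µM in the primary screen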;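 further: plate controls were DMSO with enzyme for no effect and no enzyme wells for full effect; values of inactives mirror those of a sister screen read the other way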
beta cell repl – MIN6 beta-cell proliferation induction | MIN6 cells proliferation, ATPlite luminescence, 48 h; cells starved in 0.2% serum; 100% = growth in 10% serum | proliferation, % at 10 µM | 330,000 compounds, 0.29% hits | AID 2380;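 active means compounds whose signal lies at least 3.5 SD above the mean of all wells on their plate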;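 further: 0% = DMSO-treated cells in low-serum medium and 100% = 10% serum control; some compounds called inactive have numbers as strong as hits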
Numbers without * were called inactive; · = no result given.

compound,A3A deaminase,hIAP block,A3G deaminase,ATG4B inh,hIAP act,MPTP block,mIAP act,mIAP inh,beta cell repl
CCN(C(=O)CSc1nnnn1C)c1c(N)n(Cc2ccccc2)c(=O)[nH]c1=O,-1.1,1.6,-4.8,1.0,0.984,-0.4,0.741,25.9,-2.1
Cc1ccccc1N(CC(=O)NC(C)(C)C)C(=O)c1ccc(-c2ccccc2)[nH]1,-3.1,2.4,-5.2,·,0.976,·,1.01,-0.8,1.1
COC(=O)c1nnn(CC(=O)NC(=O)Nc2ccc(F)cc2)c1C(=O)OC,-1.0,6.5,-1.7,-1.1,0.935,-0.8,0.945,5.5,0.0
O=C1C2CC=C(Cl)CC2C(=O)N1CCc1c[nH]c2ccccc12 (stereo not drawn),-2.6,-21.9,2.4,1.1,1.22,-0.7,0.962,3.8,-3.1
CN(Cc1ccccc1)S(=O)(=O)c1ccc(Cl)nc1,-2.1,12.1,-1.6,3.7,0.879,-1.9,0.992,0.8,-4.7
Cc1ccc(-c2csc3ncnc(SCC(=O)Nc4nnc(C)s4)c23)cc1,-2.4,14.2,-6.5,-9.0,0.858,6.8,0.898,10.2,-3.3
Cc1nc(=O)c(-c2ccccc2)c(C)n1-c1ccc(O)cc1,-2.1,-8.6,-6.7,-2.0,1.09,-2.0,0.94,6.0,-2.9
NS(=O)(=O)c1ccc(NC(=O)C2Cc3ccccc3C(=O)O2)cc1 (stereo not drawn),-0.5,8.5,-2.9,12.0,0.915,-1.6,0.868,13.2,4.2
Cc1[nH]c2ccccc2c1C(=O)CSC(=S)N1CCOCC1,-1.6,-6.3,-4.3,-6.9,1.06,2.6,1.14,-14.1,-2.4
COc1cccc(NC(=O)Nc2cccc(C(=O)O)c2)c1,-2.1,-1.0,-4.3,-2.4,1.01,-1.5,0.987,1.3,-3.2
CCN(CC)N=Nc1[nH]nc2nc(C)cc(C)c12,0.9,4.9,7.8,-12.4,0.951,-2.3,0.984,1.6,0.4
CC(CCc1ccccc1)NC(=O)COC(=O)c1cccs1 (stereo not drawn),3.4,6.0,-0.9,-6.8,0.94,-2.4,0.901,9.9,-4.1
CCOC(=O)c1c(C)c(C(=O)N2CCN(C(=O)c3ccco3)CC2)c(C)n1C,-0.9,8.8,-0.9,8.2,0.912,-2.1,0.947,5.3,1.1
O=C(COc1cccc2c1CCNC2=O)Nc1ccc(F)cc1,0.1,-7.8,1.4,-11.3,1.08,-2.4,1.01,-1.2,0.5
O=C(Cc1cccs1)Nc1nnc(-c2ccccc2)s1,-0.4,1.6,-4.5,-3.4,0.984,0.8,0.905,9.5,-2.4
Cc1cc(/C=N/O)c(C)n1-c1cccc(Cl)c1,0.1,0.6,-3.6,-8.8,0.994,1.9,0.966,3.4,-3.0
CC(C)Oc1ccccc1C1NC(=O)CCC1[N+](=O)[O-] (stereo not drawn),-4.0,-32.5,-17.4,-2.9,1.32,0.1,0.987,1.3,0.9
O=C1C=C(NCc2ccc(Cl)cc2)CCC1,1.5,15.4,-2.8,-3.1,0.846,5.0,1.06,-6.4,-2.2
Cc1ccc(CN2C(=O)C[C@@H](NC(=O)OCC3c4ccccc4-c4ccccc43)C/C=C\C2c2ccc(C)cc2)cc1 (stereo partly drawn),6.9,·,6.1,13.3,·,0.3,0.995,0.5,·
CN1CCN(/N=C/c2cccc(Cl)c2Cl)CC1,-2.8,-7.5,-4.9,-4.9,1.07,-1.7,0.917,8.3,-0.3
CCOC(=O)CSc1nc2ccccc2c(=O)n1CCCCCC(=O)NCc1ccco1,1.0,5.2,-2.1,4.6,0.948,1.8,1.06,-6.3,3.1
O=C(CN1C(=O)/C(=C2/SC(=S)N(CCS(=O)(=O)O)C2=O)c2ccccc21)Nc1cccc(Br)c1,0.1,-5.6,-5.6,-2.9,1.06,-0.5,0.97,3.0,-0.7
O=c1cc(CN2CCN(C/C=C/c3ccccc3)CC2)c2cc(O)ccc2o1,0.5,10.7,-0.9,-17.3,0.893,0.4,0.953,4.7,-2.8
Cc1nn(C)cc1NC(=O)Cn1nc(C(F)(F)F)cc1C1CC1,-4.4,-11.3,-8.5,9.7,1.11,-0.1,0.909,9.1,-2.1
COC(=O)c1c(N2C(=O)[C@H]3[C@@H](C2=O)[C@]2(C(=O)Nc4c(C)cc(C)cc42)N2CCC[C@@H]32)sc(C)c1C,3.4,4.4,6.1,-11.4,0.956,-0.7,1.02,-1.8,-3.7

Part of the list above, with each value named:
Structure: O=C1C=C(NCc2ccc(Cl)cc2)CCC1
  A3A deaminase: 1.5	hIAP block: 15.4	A3G deaminase: -2.8	ATG4B inh: -3.1	hIAP act: 0.846	MPTP block: 5.0	mIAP act: 1.06	mIAP inh: -6.4	beta cell repl: -2.2
Structure: O=c1cc(CN2CCN(C/C=C/c3ccccc3)CC2)c2cc(O)ccc2o1
  A3A deaminase: 0.5	hIAP block: 10.7	A3G deaminase: -0.9	ATG4B inh: -17.3	hIAP act: 0.893	MPTP block: 0.4	mIAP act: 0.953	mIAP inh: 4.7	beta cell repl: -2.8

Continued:
compound,A3A deaminase,hIAP block,A3G deaminase,ATG4B inh,hIAP act,MPTP block,mIAP act,mIAP inh,beta cell repl
COc1cccc(Nc2nc(Nc3ccc(Cl)c(C(=O)O)c3)nc(C)c2[N+](=O)[O-])c1,-0.3,-3.4,1.6,-2.8,1.03,-0.1,0.954,4.6,-1.2
CCn1nccc1C(=O)Nc1nccs1,0.4,5.0,-3.2,-12.2,0.95,-2.9,0.941,5.9,-1.6
O=C(Nc1ccc(Oc2cccc3ccccc23)cc1)c1ccco1,-5.1,1.2,-8.8,22.7,0.988,-2.9,1,-0.4,-3.9
O=C(NCC1CCCN1S(=O)(=O)c1cccs1)C(=O)Nc1cccc(F)c1 (stereo not drawn),-0.5,24.0,-9.9,-6.8,0.76,-0.2,0.929,7.1,-4.8
COc1ccc(Nc2ccc(N3C(=O)CCCC3=O)cc2[N+](=O)[O-])c(OC)c1,-1.7,5.3,-4.2,-5.5,0.947,1.4,1.11,-11.5,-1.6
Cc1ccccc1C(=O)N1CCc2cc(-c3csc(NC(=O)CN4CCCC4)n3)ccc21,-3.3,-34.6,0.9,-2.9,1.34,1.2,0.932,6.8,-2.0
Nc1cc(Nc2ccccc2)c2nonc2c1[N+](=O)[O-],-4.1,7.6,-8.7,3.2,0.924,-1.2,1.07,-6.6,-4.8
O=C(O)CC1S/C(=N\N=C2\C(=O)Nc3ccccc32)N(c2ccc(O)cc2)C1=O (stereo not drawn),-2.2,16.6,-3.8,-0.8,0.834,0.3,0.91,9.0,-3.2
CCc1cc(=O)oc2cc(OCC=C(C)C)ccc12,1.0,7.4,2.6,-3.3,0.926,0.0,0.956,4.4,-2.2
COc1ccc(NC(=O)c2cc3c(=O)n4ccccc4nc3n2C)cc1OC,-3.1,6.2,-14.5,8.2,0.938,-0.4,0.932,6.8,1.9
Cc1cc(NC(=O)CSc2cn(CC(=O)N(C(C)C)C(C)C)c3ccccc23)no1,-3.0,-16.1,-3.9,-7.9,1.16,-0.6,0.919,8.1,-0.5
Cc1cccc(NC(=S)NCc2ccc(F)cc2)c1C,-10.6,14.7,-6.7,17.2,0.853,0.3,1.04,-3.6,-3.1
O=C(Nc1cc(Cl)ccc1Cl)c1cc(-c2ccco2)on1,-2.4,7.1,-2.8,3.3,0.929,-1.6,0.921,7.9,-1.3
C=CCOCC(O)Cn1c(N2CCCC2)nc2c1c(=O)[nH]c(=O)n2C (stereo not drawn),-0.1,-12.6,-1.0,1.5,1.13,-2.1,0.99,1.0,-2.7
Cn1ncc(N2CCN(C(=O)c3ccc(Cl)cc3)CC2)c(Cl)c1=O,1.8,14.0,-3.9,10.0,0.86,-1.1,1.02,-2.2,-3.0
O=C(Nc1cccc(F)c1)c1ccc(-c2ccccc2Cl)o1,-1.5,1.0,-9.2,3.5,0.99,17.0,0.94,6.0,-9.0
CCN(C[C@H]1N[C@@](Cc2ccccc2)(C(=O)OC)[C@H]2C(=O)N(Cc3ccccc3)C(=O)[C@@H]12)C(C)=O,1.5,-1.3,1.1,2.2,1.01,1.5,0.961,3.9,-2.7
N=C1C(c2nc(-c3ccc(F)cc3)cs2)=C(O)CN1Cc1ccc(Cl)cc1,-0.3,-2.5,-3.3,13.7,1.02,20.2,1.1,-10.0,-2.0
Cc1cccc(NC(=O)CCC(=O)OCC(=O)c2ccc(Oc3ccc([N+](=O)[O-])cc3)cc2)c1,-0.9,14.5,-3.1,-12.1,0.855,8.0,0.948,5.2,-3.0
COC(=O)c1ccc(Cn2nc(C)c(Cl)c2C)o1,-1.1,-9.0,-6.0,-4.2,1.09,-2.4,0.937,6.3,-2.5
CCOc1ccc(NC(=O)CN(C)C(=O)c2ccc(COc3ccccc3)cc2)cc1OCC,-2.0,7.5,-7.0,-11.1,0.925,1.7,1.31,-31.3,-1.2
COc1ccc(Cn2c(SCC(=O)NCc3ccco3)nc3ccsc3c2=O)cc1,-2.5,2.6,-3.4,-12.1,0.974,-0.9,0.983,1.7,0.8
NC(=O)c1cc(NC(=O)CCc2nc3ccccc3s2)cc(C(N)=O)c1,-2.4,-13.6,-0.8,10.6,1.14,1.1,1,-0.2,1.5
O=C(COC(=O)/C=C/c1ccc(S(=O)(=O)N2CCc3ccccc32)cc1)NC1CCS(=O)(=O)C1 (stereo not drawn),0.7,1.3,-4.8,-15.9,0.987,-1.1,0.969,3.1,-2.7
CC(C)N(C(=O)CSc1ccc(S(=O)(=O)N2CCCCC2)cn1)C(C)C,-1.4,4.7,-9.8,-4.5,0.953,0.7,0.924,7.6,-3.4
CCCSc1nnc(-c2cnn(-c3ccccc3)c2-n2cccc2)n1C,-5.0,-2.7,-6.2,1.3,1.03,-1.8,1.02,-2.5,-0.6
Cc1ccc(S(=O)(=O)N2CCC(NC(=O)c3cccc(C)c3)CC2)cc1,-1.9,-3.6,-3.4,-11.4,1.04,0.6,1.03,-2.6,-2.9
O=C(Cc1cccc2ccccc12)NCCC1=CCCCC1,1.4,1.7,0.9,5.5,0.983,1.5,1.07,-7.1,2.1
